High-throughput results from PubChem BioAssay.
Nrf2 ARE act = activates Nrf2 signaling. Potency, µM (titrated, usually from 46.1 µM), for inactives: top-dose activation, actives largely listed as activators. AREc32 ARE-luciferase reporter (MCF7-derived line), luminescence, 24 h. AID 624171. actives 0.31% (n = 410,000); further: potency means the concentration at half of the fitted maximal effect; % of control where 0% means no effect; nearly all actives have a fitted effect of over 65% in size
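Luminescent ARE reporter assay in AREc32_Fluc cells: overnight plating at 37 deg C, 24 hr compound incubation, Steady-Glo added, 30 min RT before reading.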
TGFb SMAD3 inh = blocks TGF-b signaling. HepG2 CAGA-GFP TGF-b/SMAD3 reporter, GFP fluorescence, 18 h; TGF-beta stimulated, 500 pg/mL final. Potency, µM (series often up to 46.1 µM), for inactives: at the top dose activity, negative = inhibition, hits mostly inhibitors. actives 1.2% (n = 410,000); further: potency means the concentration at half of the fitted maximal effect; on the % scale 0 is the no-effect control and ±100 the full control effect; nearly all actives have a fitted effect of over 65% in size
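HEPG2 CAGA-GFP cells (1000/well, DMEM with 1% FBS) were pre-incubated 2 h at 37 degrees C, given compound by pin tool, then stimulated with TGF-beta at 500 pg/mL final for 18 h before per-cell GFP fluorescence imaging.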
Abeta yeast res = compounds reversing amyloid beta toxicity in yeast; AID 1347071; actives 0.063% (n = 410,000); Potency, µM (highest dose often 46.1 µM), for inactives: top-dose growth rescue, usual class: activators; yeast expressing A-beta42, growth rescue, OD600, 48 h; response scale: 0% DMSO, 100% iron-clioquinol control; further: potency means the concentration at half of the fitted maximal effect; nearly all actives have a fitted effect of over 55% in size
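Growth rescue measured by 600 nm absorbance after 48 h yeast culture at 30 C with compound. Values normalized between DMSO and an equimolar ferric chloride plus clioquinol control.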
MmCpn inh = blocks the Methanococcus maripaludis chaperonin Mm-Cpn; purified Mm-Cpn ATPase, ADP Transcreener TR-FRET; Potency, µM (top dose mostly 76.9 µM), without a hit: at the highest dose activity, negative = inhibition, usual class: inhibitors; actives 0.031% (n = 330,000); further: potency means the concentration at half of the fitted maximal effect; on the % scale 0 is the no-effect control and ±100 the full control effect; nearly all actives have a fitted effect of over 80% in size
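ATPase turnover read by TR-FRET ADP competition (Eu cryptate antibody/ADP-d2, 665/590 nm): 10uM ATP final, 25nM Mm-CPN final, 30 min 37degC after 10-min compound preincubation, pH 7.4 Tris/KCl/MgCl2/DTT buffer.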
CCT modulator = modulators of cytosolic chaperonin (CCT/TRiC) activity; activity change, % (test concentration not listed), hits read low; actives 0.3% (n = 360,000); purified chaperonin ATPase assay, HTRF ADP detection, 30 min; in the data active means activity change below about -30%; further: on the % scale 0 is the no-effect control and ±100 the full control effect
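Enzyme 40 or 20 nM (batch-dependent) in Tris pH 7.4/KCl/MgCl2/DTT; cpd 76 uM single point; ATP 10 uM; 30 min 37 °C; Transcreener ADP HTRF detection, 30 min RT; ratio 665/615.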
HepG2 viability = HepG2 cytotoxicity, counter-screen for TGF-b inhibitors | HepG2 CAGA-GFP viability, ATP luminescence, 18 h | Potency, µM (series often up to 46.1 µM), for the others: top-dose activity change, negative = cytotoxicity, actives largely listed as cytotoxic | actives 0.76% (n = 410,000); further: potency means the concentration at half of the fitted maximal effect; some results filed as inactive show a strong effect at the top dose
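HepG2 CAGA-GFP cells (1000/well, DMEM with 1% FBS) received compound, then TGF-beta at 500 pg/mL final, and were incubated 18 hours at 37 degrees C. Viability was read by CellTiter-Glo luminescence. Media-only wells were set as complete cell-killing and DMSO as no toxicity.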
A549 tox = A549 cytotoxicity, counter-screen for Nrf2 inhibitors; actives 0.16% (n = 390,000); A549 ARE-Fluc cells, CellTiter-Fluor viability, 18-24 h; Potency, µM (highest dose often 46 µM), for inactives: top-dose activity change, negative = cytotoxicity, usual class: inhibitors; further: potency means the concentration at half of the fitted maximal effect; on the % scale 0 is the no-effect control and ±100 the full control effect
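A549 ARE-Fluc cells in 5% FBS OPTI-MEM, 5000 cells/well, rested 2 h then exposed to compounds in concentration-response for 18-24 h at 37 °C. Viability by CellTiter-Fluor fluorescence (Ex 405/Em 525) after 30 min; luciferase luminescence (BugLite, 15 min, RT) read afterwards.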
Akt phos inh = Akt phosphorylation inhibition. activity change, % for hits at 50 µM. actives 0.32% (n = 360,000). Neuro2A IGF-stimulated pAkt S473 HTRF, 20 min; active compounds read low; in the data active means activity change below about -80%; inconclusive means mostly about -51% to -80%; further: on the % scale 0 is the no-effect control and ±100 the full control effect
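Neuro2A cells (4,500/well, DMEM with 0.5% FBS) were treated with compound at a single 50 µM final concentration, stimulated with 6 nM IGF for 20 min at 37 °C, and lysed. Phospho-Akt Ser473 was read by HTRF as 665/615 ratio ×10^4.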
Nrf2 inh = blocks Nrf2 signaling; A549 ARE-Fluc reporter, luciferase luminescence, 18-24 h; Potency, µM (titrated, usually from 46 µM), for inactives: top-dose activity change, negative = inhibition, usual class: inhibitors; actives 2.1% (n = 360,000); AID 504444; further: potency means the concentration at half of the fitted maximal effect; on the % scale 0 is the no-effect control and ±100 the full control effect; nearly all actives have a fitted effect of over 60% in size
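Nrf2 activity is the BugLite luminescence, read 15 min after reagent at room temperature, following CellTiter-Fluor cytotoxicity readout (30 min, 37C). Compound titrations were applied for 18-24 h to 5000 A549 ARE_Fluc cells/well in 5% FBS OPTI-MEM.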
Starred values were filed as active, the others as inactive; i = inactive; ? = inconclusive; . = no result given; & = joins results of further samples; [ ] = another dose, or the depositor's remark. Unless noted, the call rests on the fitted dose curve; in most records, active means well fitted curve in the direction sought with a large enough effect; inconclusive means small, poorly fitted or top-dose-only effect, or another doubt; inactive means no such curve, though single readings can be large; an effect the other way counts as inactive or inconclusive. This is a subset (hit frequency here may not be typical).

SMILES	Nrf2 ARE act	TGFb SMAD3 inh	Abeta yeast res	MmCpn inh	CCT modulator	HepG2 viability	A549 tox	Akt phos inh	Nrf2 inh
C[C@]12CCC3C(CC[C@H]4C[C@H](O)CC[C@]34C)C1CC(=O)[C@@H]2O (some centres not stated)	5.2%	16%	6%	-9%	1.6	4%	1%	i	8%
O=C1NCN(c2ccccc2)C12CCN(C(c1cccs1)c1nnnn1C1CCCC1)CC2 (configuration not stated)	-0.1%	?	-10%	.	-3.2	-5%	.	i	.
Cc1ccc(CNS(=O)(=O)c2cc3c(cc2C)N(C)CCO3)cc1	0.3%&-1.1%	?	4%&20%	-5%	-0.7	-2%&-32%	-3%&13%	i	19%&-13%
CN1C2CCC1CC(OC(c1ccccc1)c1ccccc1N)C2 (configuration not stated)	1.2%	3%	1%	.	-1.6	-3%	-8%	i	1%
CN(C)c1ccc(C=C2C(=O)NC(=O)NC2=O)cc1[N+](=O)[O-]	-0.3%	0%	-20%	2%	-5.1	-11%	-11%	i	1%
CCOP(=S)(OCC)Oc1nc(Cl)c(Cl)cc1Cl	0.5%	-5%	-31%	1%	-2.2	-19%	-8%	i	13%
NC(Cc1ccc(Cl)cc1)c1csc(Nc2ncccn2)n1 (configuration not stated)	-0.6%	?	-2%	.	0.4	-43%	.	i	.
Cc1cc(N(CCCl)CCCl)ccc1/C=N/NC(=O)c1ccco1	10%	-19%	12%	-2%	1.6	-44%	-14%	i	?
CCOC(=O)CC(SP1(=S)OCC2(CCCCC2)CO1)C(=O)OCC (configuration not stated)	3.7%	-4%	-10%	.	-0.8	-22%	11%	i	0%
Cn1c(O)c(N=Nc2ccc(S(=O)(=O)N3CCOCC3)cc2)c(=O)n(C)c1=O	?	?	-2%	5%	0.9	-7%	-3%	i	0%
COc1ccccc1CN1CCCC(C(=O)c2ccccc2OC)C1 (configuration not stated)	-0.4%	12%	-3%	?	1.0	-20%	-17%	i	8%
Cc1cccc(OCC(=O)N2CCN(CCc3ccccn3)CC2)c1	0.3%	?	-3%	.	.	-19%	-4%	.	16%
CCOc1ccc(-n2c(O)c(C=Nc3ccc(NC(C)=O)cc3)c(=O)[nH]c2=O)cc1	-0.2%	4%	-1%	2%	-0.7	13%	-3%	i	-2%
O=[N+]([O-])c1ccc(Cl)c([N+](=O)[O-])c1	-3.8%	5µM*	-84%[inhibitor]	-4%	0.2	7.1µM*	-16%	i	?
CCCSc1ccc2nc(NC(=O)OC)[nH]c2c1	7.3%	-10%&26%	-17%	1%	-6.3	-29%&2%	-12%	i	?
Cc1cc(Cl)ccc1C(=O)C1CCCN(C2CCSCC2)C1 (configuration not stated)	0.8%	12%	15%	-2%	1.1	-6%	1%	i	7%
CC12CN3CC(C)(CN(C1)P3(=O)Oc1ccccc1)C2=O (configuration not stated)	-0.8%	-5%	3%	2%	-6.5	0%	-4%	i	5%
COC(=O)C1=C(c2ccc(C(C)=O)cc2)C[C@@H]2CC[C@H]1N2C(=O)NC1CC1	-1.4%	-3%	-4%	0%	-1.9	-14%	-1%	i	-1%
CCC1CN(C)CCC1(OC(C)=O)c1ccccc1 (configuration not stated)	-0.3%	-11%	0%	-1%	-0.2	-3%	5%	i	5%
CCN1c2nc3c(C)cccn3c(=O)c2CC2(C(=O)N(C)C(=O)N(C)C2=O)C1C (configuration not stated)	-0.3%	25%	-3%	0%	-1.2	-8%	-13%	i	7%
CN(C(=O)Oc1ccc(Cl)c2cccnc12)c1ccccc1	0.2%	-6%	4%	1%	0.7	4%	-8%	i	-1%
CC12CN3CC(C)(CN(C1)C3c1cccs1)C2 (configuration not stated)	0.0%	0%	5%	-3%	1.8	-2%	?	i	6%
Cc1nonc1OCCNCCNc1ccc([N+](=O)[O-])c2cccnc12	1.5%	-4%	-1%	-1%	-4.2	-24%	-17%	i	-4%
CC[N+]1(C)CCCC(OC(=O)C(O)(c2ccccc2)c2ccccc2)C1 (configuration not stated)	-0.2%	5%	-21%	-2%	-0.8	-17%	8%	i	4%
COC(=O)C(=O)N1CC2(C)CNCC(C)(C1)C2=O	-0.1%	-13%	5%	-1%	0.0	-22%	3%	i	?
CCC(=NCCOc1ccc(Cl)cc1)c1c(O)n(C)c(=O)n(C)c1=O	-0.2%	3%	-27%	-1%	-2.3	15%	-1%	i	18%
COc1ccc(CNCCc2c[nH]c3ccccc23)c(OC)c1C	5.6%	-29%	-12%	0%	2.0	-59%	?	i	-3%
CCC1(CC)C(=O)NC(=NCCc2c[nH]c3ccccc23)NC1=O	0.2%	4%	23%	0%	-2.8	-1%	1%	i	11%
NC(Cc1ccc(Cl)cc1)c1csc(Nc2ccccn2)n1 (configuration not stated)	3.2%	?	-9%	.	-0.9	-106%	.	i	.
Cc1cc(Oc2cc(NN3CCCCC3)c([N+](=O)[O-])cc2[N+](=O)[O-])ccc1[N+](=O)[O-]	4.1%	-10%	0%	-1%	-2.2	-10%	-10%	i	-1%
CC(=O)N1CC(=O)Nc2ccc(F)cc2C1c1ccccc1 (configuration not stated)	-0.8%&0.1%	5%&28%	-14%&-16%	1%	1.0	3%&15%	1%&-12%	i	-1%
O=C(c1cccs1)C1CN2CCC1CC2 (configuration not stated)	0.1%	-25%	14%	1%	2.2	-4%	-7%	i	.
CCc1ccc(CN2CCN(C(=O)Cc3ccccc3)CC2)cc1	2.0%	?	-2%	-1%	1.5	0%	-10%	i	-22%
Cc1ccc2c(c1)C1CN(C)CCC1N2C(=O)Nc1cccc(C(F)(F)F)c1 (configuration not stated)	0.9%	0%	9%	-2%	1.1	-86%	4%	i	-27%
CCOC(=O)C1(CCc2ccccc2)CCN(Cc2cccc3cnccc23)CC1	-0.1%	-5%	0%	1%	1.4	1%	-4%	i	?
Cc1cccc(Cn2c(=O)n(Cc3ccc(C(=O)NC4CCN(Cc5ccccc5)CC4)cc3)c(=O)c3ccccc32)c1	-0.9%	?	-30%	.	.	-15%	0%	.	18%
Cc1ccccc1-n1c(C)nc2ccsc2c1=O	1.4%	1%	-18%	.	0.0	-4%	10%	i	-3%
CC12C=CC(=O)C=C1CC(O)C1C2CCC2(C)C1CCC2(C)O (configuration not stated)	1.7%	9%	-8%	.	-0.9	11%	1%	i	-6%
O=C(c1cc2c(s1)CCCCCC2)N1CCC2(CC1)OCCO2	0.3%	-3%	8%	3%	-2.1	-26%	13%	i	5%
O=C(C[n+]1ccn(CCCNP2(=O)C=C(c3ccccc3)OC(c3ccccc3)=C2)c1)c1ccccc1	-0.5%	1%	0%	0%	-0.1	-24%	19%	i	-13%
CCOC(=O)c1sc(/N=C/c2c(O)n(-c3ccccc3)c(=O)[nH]c2=O)c(C#N)c1C	0.5%	24%	-5%	1%	-0.5	1%	-7%	i	-22%
CC[C@]1(C(=O)OC)[C@H]2C(=O)N(Cc3ccccc3)C(=O)[C@H]2[C@H]2CN=C(SCc3ccc(C)cc3)N21	3.0%	?	7%	-1%	-3.9	-28%	-8%	i	-8%
O=C(CCl)Nc1nccs1	?	11µM*	8%	-1%	-1.1	11µM*	-12%	i	?
COc1ccc(OCC(=O)N2CCN(CCc3ccncc3)CC2)cc1	-1.2%	-9%	-3%	.	.	10%	-3%	.	?
Cc1cc(C)cc(NC(=O)CCNC(=O)N2C[C@H]3C[C@@H](C2)c2cccc(=O)n2C3)c1	0.2%	?	-12%	1%	1.7	2%	2%	i	0%
C=C(CO)CC1CC(O)[C@]2(C)OC3CC4OC5C[C@]6(C)O[C@]7(C)CCC8OC9C[C@]%10(C)OC%11C(C)=CC(=O)OC%11CC%10OC9C[C@@H](C)C8OC7CC6O[C@]5(C)C/C=C\C4OC3CC2O1 (some centres not stated)	-0.7%	1%	15%	.	-0.7	0%	1%	i	9%
O=c1[nH]c(=O)n(Cc2ccco2)c(O)c1/C=N/N1CCCCCC1	-0.1%	20%	15%	2%	1.9	-2%	0%	i	1%
CC(NC1CCCCC1)C(O)C12CC3CC(CC(C3)C1)C2 (configuration not stated)	1.9%	0%	5%	1%	-0.4	-19%	?	i	?
COc1ccc(-n2c(/C=C/c3ccc(O)c(OC)c3)nc3ccccc3c2=O)cc1	3.2%	33%[activator]	-11%	-1%	0.5	-20%	2%	i	-22%
CCCCn1nnnc1C(c1cccc2ccccc12)N1CCC2(CC1)C(=O)NCN2c1ccccc1 (configuration not stated)	-0.7%	18µM*	-16%	.	-2.0	-5%	.	i	.
CCc1cccc(CC)c1NC(=O)Cn1c(-c2ccc(F)cc2)noc1=O	1.3%	-18%	-5%	-8%	-1.9	-18%	3%	i	-7%

Full records as entered above.
Cc1ccc(CNS(=O)(=O)c2cc3c(cc2C)N(C)CCO3)cc1 is listed with Nrf2 ARE act: 0.3%&-1.1%; TGFb SMAD3 inh: ?; Abeta yeast res: 4%&20%; MmCpn inh: -5%; CCT modulator: -0.7; HepG2 viability: -2%&-32%; A549 tox: -3%&13%; Akt phos inh: i; Nrf2 inh: 19%&-13%
CC(=O)N1CC(=O)Nc2ccc(F)cc2C1c1ccccc1 (configuration not stated) is listed with Nrf2 ARE act: -0.8%&0.1%; TGFb SMAD3 inh: 5%&28%; Abeta yeast res: -14%&-16%; MmCpn inh: 1%; CCT modulator: 1.0; HepG2 viability: 3%&15%; A549 tox: 1%&-12%; Akt phos inh: i; Nrf2 inh: -1%
